HRas wt GTP bind = human HRas wildtype GTP binding, change in either direction | P01112 | GST-Ras wt beads, Bodipy-FL-GTP binding, flow cytometry; actives lie on both sides | GTP binding activity, % at 10 µM | actives 0.14% (n = 190,000);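 active = GTP binding activity at least 20% away from the 100% baseline, either lowered as inhibitor or raised as activator; inconclusive = flagged as likely green fluorescent, judged across all proteins in the well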;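 note: 0% = unlabeled GTP competition control and 100% = no-compound control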
Rab2 wt GTP = changes GTP binding to wildtype dog Rab2A, up or down; P61105; GST-Rab2 wt beads, Bodipy-GTP binding, flow cytometry; GTP binding activity, % at 10 µM; actives 0.19% (n = 190,000); AID 760;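 active = GTP binding activity at least 20 points away from 100%, either lowered or raised; inconclusive = signal likely due to the compound's own green fluorescence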;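 note: 0% = beads with excess unlabeled GTP and 100% = no-compound control corrected for plate trend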
ABCG2 inh = blocks JC-1 efflux by human ABCG2 transporter. actives 0.1% (n = 190,000). IgMXP3 cells, flow cytometry. Q9UNQ0. inhibition, % at 6.6 µM. AID 1325;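 active = inhibition above 80%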;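 note: 0% = DMSO and 100% = nicardipine control wells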
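material = IgMXP3 (ABCG2) plus far-red-tagged CCRF-Adr (ABCB1) cells | amount = 3 million cells/mL, equal mix of both lines | also added = JC-1 transporter substrate | dosing = one concentration, 6.6 µM final | schedule = 10 min at 25 °C | measured by = flow cytometric JC-1 green MFI at 530 nm | read-out basis = percent efflux inhibition, scaled nicardipine 100% to DMSO 0%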
Rab7 wt modul = modulators of GTP binding to dog Rab7 wildtype GTPase; GST-Rab7 beads, fluorescent GTP binding, flow cytometry; actives lie on both sides; untreated = 100%, excess cold GTP = 0%; GTP binding activity (percent of control), % at 10 µM; actives 0.055% (n = 190,000); AID 758;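 active = fluorescent GTP binding to Rab7 beads changed by at least 20 points from the 100% baseline, either direction, mostly lower; inconclusive = compound itself probably fluorescent, or too few beads counted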;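 note: median green fluorescence of bound Bodipy-FL-GTP per Rab7 bead population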
Pf gametocyte = kills late stage P. falciparum gametocytes; inhibition, % at 10.9 µM; P. falciparum stage V gametocytes, ATP luminescence, 24 h; actives 0.065% (n = 150,000);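 active = inhibition above the mean plus 3 SD of compounds within the control limits, set per campaign, cut at about 38% in these data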;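 note: 0% = DMSO wells and 100% = medium only without gametocytes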
Avidin fluor = compound fluoresces at 488/530 nm on avidin beads; compound fluorescence 488/530 nm, flow cytometry; stronger effect = higher value; fluorescence (KMESF) at 10 µM; actives 0.38% (n = 220,000); AID 1775; in the data active = fluorescence above about 47; note: inactives centre near 10
Cdc42 wt = modulators (inhibitors or activators) of GTP binding to human Cdc42 wildtype | P60953 | GST-Cdc42 beads, Bodipy-GTP binding, flow cytometry; actives lie on both sides | percent activity (GTP binding), % at 10 µM | actives 0.2% (n = 190,000) | AID 761;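 active = percent activity GTP binding at least 20 points away from the 100% baseline, either down as inhibitor or up as activator; inconclusive = compound flagged as likely green fluorescent from well-wide comparison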;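 note: median bead fluorescence of bound Bodipy-FL-GTP at 100 nM; 0% = excess unlabeled GTP control and 100% = no compound control; below 100% means less GTP binding so inhibitor and above means activator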
GSH bead fluor = GSH bead compound fluorescence profile; GSH beads flow cytometry, compound fluorescence 488/530 nm; stronger effect = higher value; fluorescence (KMESF) at 10 µM; actives 0.25% (n = 190,000); AID 1776; in the data active = fluorescence above about 89;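 note: glutathione beads carrying GST-tagged Bcl family fusion proteins plus one bare bead set; values are compound well signal with DMSO vehicle wells as background; inactives centre near 16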
ABCB1 block = inhibitors of human ABCB1 transporter, ABCG2 counter-screen. actives 0.067% (n = 190,000). inhibition, % at 6.6 µM. P08183. AID 1326. CCRF-Adr cells, JC-1 efflux, flow cytometry; in the data active = inhibition above about 40%;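 note: 0% = vehicle and 100% = reference inhibitor; higher value means more JC-1 retained so stronger ABCB1 efflux block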
Target sequence (P08183 whole entry, looked up): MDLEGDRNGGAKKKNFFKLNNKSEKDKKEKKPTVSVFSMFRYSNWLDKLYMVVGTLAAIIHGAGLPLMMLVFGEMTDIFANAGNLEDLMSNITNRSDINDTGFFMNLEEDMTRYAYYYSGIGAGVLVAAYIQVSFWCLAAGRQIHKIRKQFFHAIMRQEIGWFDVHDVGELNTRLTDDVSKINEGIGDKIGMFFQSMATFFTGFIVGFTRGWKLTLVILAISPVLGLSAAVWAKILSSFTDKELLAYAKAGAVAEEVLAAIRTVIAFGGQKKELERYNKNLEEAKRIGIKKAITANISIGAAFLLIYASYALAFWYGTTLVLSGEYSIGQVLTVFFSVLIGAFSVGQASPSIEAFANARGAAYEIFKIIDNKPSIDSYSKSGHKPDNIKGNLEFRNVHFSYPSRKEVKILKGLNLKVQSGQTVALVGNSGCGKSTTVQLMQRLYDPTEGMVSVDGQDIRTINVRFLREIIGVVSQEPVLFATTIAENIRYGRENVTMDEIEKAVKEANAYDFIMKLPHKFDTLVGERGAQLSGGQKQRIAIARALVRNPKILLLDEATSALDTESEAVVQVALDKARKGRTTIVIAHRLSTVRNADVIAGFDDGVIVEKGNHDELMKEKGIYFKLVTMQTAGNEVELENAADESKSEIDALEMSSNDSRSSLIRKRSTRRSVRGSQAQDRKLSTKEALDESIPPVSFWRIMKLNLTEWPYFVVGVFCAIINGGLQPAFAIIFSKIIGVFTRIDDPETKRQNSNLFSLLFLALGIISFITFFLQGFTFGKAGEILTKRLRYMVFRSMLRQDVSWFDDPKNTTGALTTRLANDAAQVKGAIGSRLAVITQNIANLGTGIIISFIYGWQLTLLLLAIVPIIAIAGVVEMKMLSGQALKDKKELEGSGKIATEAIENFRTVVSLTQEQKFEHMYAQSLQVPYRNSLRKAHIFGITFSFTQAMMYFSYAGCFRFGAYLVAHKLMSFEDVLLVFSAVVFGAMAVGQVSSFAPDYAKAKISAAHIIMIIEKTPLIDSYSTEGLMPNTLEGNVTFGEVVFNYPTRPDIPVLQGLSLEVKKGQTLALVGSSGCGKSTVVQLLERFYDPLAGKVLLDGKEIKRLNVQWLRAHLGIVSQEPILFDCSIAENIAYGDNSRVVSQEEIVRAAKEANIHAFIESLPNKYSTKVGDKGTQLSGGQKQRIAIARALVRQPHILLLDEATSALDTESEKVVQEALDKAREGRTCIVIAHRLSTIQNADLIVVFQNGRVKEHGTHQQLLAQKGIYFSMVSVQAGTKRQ
Rac1 act GTP bind = alters GTP binding to activated mutant human Rac1; actives 0.11% (n = 190,000); GST-Rac1 activated beads, fluorescent GTP binding, flow cytometry; actives lie on both sides; 100% means binding = to untreated wells; percent activity (GTP binding), % at 10 µM; P63000;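 active = GTP binding at least 20 percentage points away from the 100% baseline, in either direction, so actives lie on both sides; inconclusive = Compound likely fluorescent itself, or too few beads counted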
Rac1 wt modul = human Rac1 wildtype GTP binding, inhibitors and activators. GTP binding activity (% of control), % at 10 µM. actives 0.27% (n = 190,000). GST-Rac1 beads, fluorescent GTP binding, flow cytometry; actives lie on both sides; 0 = cold GTP competed, 100 = untreated;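 active = GTP binding activity at least 20 points away from the 100% control level, either lower or higher; inconclusive = compound flagged as likely green fluorescent, judged across all proteins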
The depositor's hits bear a star; u = inconclusive; x = not tested or not shown.

SMILES	HRas wt GTP bind	Rab2 wt GTP	ABCG2 inh	Rab7 wt modul	Pf gametocyte	Avidin fluor	Cdc42 wt	GSH bead fluor	ABCB1 block	Rac1 act GTP bind	Rac1 wt modul
O=C(O)C(Cc1c[nH]c2ccccc12)N1C(=O)C2C3c4ccccc4C(c4ccccc43)C2C1=O (stereo not drawn)	94	94	1	98	x	21	93	12	0.2	92	93
CC1(C)CC(=O)C2=C(C1)OC(N)=C(C#N)C2c1cn(-c2ccccc2)nc1-c1ccc(F)cc1 (stereo not drawn)	97	97	0	97	-13	12	96	12	1.2	100	100
CC(=O)N1CCCc2cc(S(=O)(=O)N3CCN(C4CCCCC4)CC3)ccc21	102	103	-1	101	-2	11	103	26	-0.6	99	101
Cn1ccnc1C(=O)C1CCCN(Cc2cn[nH]c2-c2ccc(-c3ccccc3)cc2)C1 (stereo not drawn)	98	99	3	104	-13	11	98	12	2.3	96	101
CN(Cc1cccs1)C(=O)/C=C/c1ccccc1[N+](=O)[O-]	100	96	1	105	10	11	96	11	0.1	97	101
COc1ccc2c(c1OC)C(=O)N(c1ccc(C)c(C)c1)C2=O	99	100	11	95	x	8	99	15	0.8	102	99
Fc1ccc(-c2csc(/C=C/c3ccc4c(c3)OCO4)n2)cc1	94	92	0	97	9	17	95	17	-0.1	92	95
CCn1c(SCc2ccc(Cl)cc2)nnc1-c1ccccc1	100	99	4	100	x	5	99	20	0.9	98	100
CCc1noc(C)c1C(=O)N1CCCC(C(=O)c2ccc(OC)c(F)c2)C1 (stereo not drawn)	99	98	7	106	x	1	96	15	1.5	93	97
CCOP(=O)(c1ccccc1)c1nc(-c2ccccc2Cl)oc1N1CCCCC1 (stereo not drawn)	101	99	29	101	-6	12	98	28	34	97	101
C=CCn1c(=NC(=O)c2ccc(S(=O)(=O)N3CCCC3)cc2)sc2cc(NC(C)=O)ccc21	100	102	-5	103	-19	4	106	10	-4.0	101	107
COCc1cc(C)n(CC(=O)N2CCCC2)c(=O)c1C#N	98	95	2	97	-3	10	98	14	0.3	91	98
Cc1nc2cc(NC(=O)NCc3ccco3)ccc2n1C	100	101	-1	99	x	8	103	34	-0.2	102	106
COc1ccc(Cl)cc1N(CC(=O)Nc1cccc(SC)c1)S(C)(=O)=O	104	104	0	106	x	18	100	11	0.1	97	101
O=C(CSc1nc(O)cc(=O)[nH]1)N1CCCc2ccccc21	100	99	6	97	x	32	102	25	0.8	99	106
NC(=O)NOCc1c(Cl)cccc1Cl	99	97	0	98	7	9	98	20	0.2	97	102
Cc1cc(C)n2nc(SCc3nnc(-c4ccc(F)cc4)o3)nc2n1	97	94	1	101	x	24	91	22	0.5	95	95
O=C(NCc1ccc(Cl)cc1)C1CCN(S(=O)(=O)c2ccccc2)CC1	99	99	1	102	-11	11	98	25	0.5	97	105
N=C1SCC(=O)N1/N=C/c1ccccc1	95	97	5	95	-1	18	96	8	-0.2	94	96
Cn1c(=O)c2c(-c3ccccc3)n(Cc3ccccn3)cc2n(C)c1=O	107	106	0	101	x	6	106	66	0.2	101	103
O=C(c1ccccc1)c1c[nH]c(C(=O)NNc2cccc(Cl)n2)c1	99	101	1	100	7	11	102	18	-0.1	99	104
COCCNC(=O)CN(C(=O)Cn1nnc2ccccc21)c1ccc(C)cc1	100	98	1	104	-1	11	97	17	0.6	99	100
CCOC(=O)C(C)(C)n1nnc(-c2ccc([N+](=O)[O-])cc2)n1	98	96	27	96	6	11	99	11	1.5	97	100
O=C(CSc1ncnc2c1cnn2-c1ccc(F)cc1)NCc1ccc2c(c1)OCO2	u	u	-6	u	x	16	u	9	-0.3	u	u
Cc1nc(N=C(N)N)nc2c(C)cccc12	88	84	17	94	-10	6	84	19	-0.2	96	86
CCC(=O)NC(=S)Nc1ccc(NC(=O)c2ccco2)c(Cl)c1	101	99	2	104	-5	9	98	21	0.3	96	101
Cc1cccc(NC(=O)N(Cc2cc3cc(C)cc(C)c3[nH]c2=O)CC2COCCO2)c1 (stereo not drawn)	100	101	2	100	x	1	99	33	0.6	97	103
COc1ccccc1-c1nnc(SCC(=O)NC2CCCCC2)o1	102	104	1	101	x	10	103	20	-1.9	100	102
Cc1ccc(S(=O)(=O)N2CCc3ccccc3C2CN2C(=O)c3ccccc3C2=O)cc1 (stereo not drawn)	102	101	24	101	-24	30	103	21	2.7	100	109
CN(C)C(=O)CCC(=O)N1CCCC(C(=O)c2ccc3c4c(cccc24)CC3)C1 (stereo not drawn)	99	100	3	102	-18	2	96	14	-0.4	93	99
O=C(CN1CCN(Cc2ccccc2Cl)CC1)N=Nc1c(O)[nH]c2ccccc12	96	98	13	97	1	7	97	17	2.5	98	95
Cc1ccc(C(C(=O)NC2CCCC2)N2CCc3ccccc32)cc1 (stereo not drawn)	98	101	-3	102	x	10	101	22	-2.4	100	103
CCC(C)/C(C)=N/NC(=O)c1ccc(CSc2nc3ccccc3s2)cc1 (stereo not drawn)	99	98	-7	98	-2	14	96	9	0.1	98	105
O=C(Nc1ccccc1)c1ccc(NCC2CCCO2)c([N+](=O)[O-])c1 (stereo not drawn)	97	98	21	94	x	14	96	12	0.9	100	97
CCCc1nnc(SCC(=O)N2CCOCC2)n1CC1CCCO1 (stereo not drawn)	101	101	-1	101	-2	15	101	8	0.2	99	103
CCOC(=O)CSc1nc(N)c(C#N)cc1C#N	94	92	0	98	x	4	97	7	-0.1	97	94
CCCCCN=Cc1c(C)[nH]n(-c2nc3ccccc3s2)c1=O	99	96	10	97	7	7	100	6	1.9	98	99
CCCCn1nnnc1SCC(=O)Nc1ccc(N(C)C)cc1	95	92	0	98	x	10	94	58	0.0	90	93
CCN1CCN(C(=O)CS(=O)(=O)Cc2nc(-c3ccc(C)cc3)oc2C)CC1	100	101	0	100	x	5	103	19	0.3	101	101
O=C(CCCOc1ccccc1)n1nnc2ccccc21	106	106	0	105	x	5	106	15	-0.1	103	106
C#CC(CC)(CC)NC(=O)c1c(C)noc1C	98	101	1	101	x	32	98	29	0.3	98	99
CCOc1ncccc1C(=O)Nc1ccc(-c2cn3ccsc3n2)cc1	97	97	8	96	-19	33	102	23	0.6	97	104
Cc1ccnc(NC(c2ccncc2)c2c(C)[nH]c3ccccc23)c1 (stereo not drawn)	100	98	2	101	-10	13	105	19	0.2	101	106
Cn1c(NCc2ccccc2O)nc2ccccc21	100	104	27	94	x	20	105	18	0.1	101	110
O=C1CC(O)(C(F)(F)F)Oc2c1ccc1ccccc21 (stereo not drawn)	101	101	0	104	14	7	103	13	1.1	99	100
CCOc1ccc(Br)cc1S(=O)(=O)Nc1cccc(S(=O)(=O)NC2=NCCC2)c1	94	90	-2	93	-22	12	94	17	0.5	94	99
COc1ccc(N2C(=O)C(CC(=O)Nc3ccccc3)N(Cc3ccc4c(c3)OCO4)C2=O)cc1 (stereo not drawn)	103	104	2	101	x	8	101	24	1.2	101	103
CCOC(=O)/C(C#N)=C\c1ccc(CC)s1	103	100	3	104	x	28	103	11	0.4	100	109
CCOC(=O)c1cc2cc3ccccc3cc2[nH]1	101	100	2	99	-18	7	101	29	0.5	99	109
Cc1ccc(NC(=O)CSc2nnc(NC(=O)CN3CCOCC3)s2)cc1	105	103	5	101	7	8	104	5	0.6	102	111

(listing goes on)
SMILES	HRas wt GTP bind	Rab2 wt GTP	ABCG2 inh	Rab7 wt modul	Pf gametocyte	Avidin fluor	Cdc42 wt	GSH bead fluor	ABCB1 block	Rac1 act GTP bind	Rac1 wt modul
CCCCOC(=O)Nc1ccc(C(=O)OCCC)cc1	101	101	73	97	x	27	97	22	1.4	101	102
CCN(CC)S(=O)(=O)c1cc(OC)c(Cl)cc1Cl	98	97	0	96	x	5	100	16	0.2	95	98
Nc1cc(=O)[nH]n1C1CCCCC1	95	97	0	92	8	8	96	10	-0.1	94	97
CCOC(=O)CN1C(=O)Nc2ccc(Br)cc2C1c1ccccc1 (stereo not drawn)	100	100	4	100	x	11	97	10	0.8	98	100
COc1ccc(C(=O)N2CC3(C)CC2CC(C)(C)C3)cc1 (stereo not drawn)	96	93	5	94	-34	13	98	28	0.6	94	95
CCNc1nc(SC(C)C(=O)OC)nc(N(C)C)n1 (stereo not drawn)	100	98	4	100	-4	27	98	9	1.6	98	99
CCC(=O)Nc1ccc(NC(=O)CSc2nnnn2C(C)C)cc1	102	100	0	101	x	40	103	17	0.0	100	102
Cc1ccc(C2NC(c3ccc(C)cc3)C([N+](=O)[O-])C(C)(C)C2[N+](=O)[O-])cc1 (stereo not drawn)	101	99	-5	100	-29	15	102	17	-0.1	99	103
COc1ccccc1N(CC(=O)Nc1ccccc1C(=O)NCC(C)C)S(C)(=O)=O	98	98	0	96	x	23	103	12	0.1	99	101
CCCn1nnc(NC(=O)c2ccccc2Cl)n1	96	99	-1	99	-2	10	97	10	0.0	96	99
COc1ccc(Nc2n[nH]c(N)c2C(N)=O)cc1	95	96	0	106	25	10	93	17	0.7	89	93
O=C(NCC1CCCO1)C(c1cccs1)N(Cc1ccccc1Cl)C(=O)c1ccc(-c2ccccc2)[nH]1 (stereo not drawn)	96	99	5	98	7	14	98	7	x	100	100
O=C(N/N=C/c1cccc([N+](=O)[O-])c1)c1cc2c(ccc3ccccc32)o1	96	96	0	93	x	31	96	10	-0.3	97	98
O=C(c1ccccc1)N1CCN(C(=O)N2CCOCC2)CC1	103	101	0	104	x	12	101	8	0.2	97	102
CCNC(=O)Cn1c(=O)c2c(ncn2Cc2ccccc2)n(Cc2ccccc2)c1=O	102	102	2	103	x	30	104	14	0.3	100	102
C=CCOc1ccc(/C=N/NC(=O)CN(c2cc(Cl)ccc2OC)S(=O)(=O)c2ccc(C)c([N+](=O)[O-])c2)cc1	97	98	4	97	1	13	99	7	0.3	99	98
O=C(N/N=C/c1c(F)c(F)c(F)c(F)c1F)c1cccc(S(=O)(=O)N2CCOCC2)c1	99	96	5	105	6	13	95	12	0.4	97	101
